Compound activity (PubChem)
Kir21 inh – blocks the mouse Kir2.1 inward-rectifier potassium channel | P35561 | HEK293-Kir2.1, FluxOR thallium flux fluorescence; stronger effect = lower value | B-score at 10 µM | 310,000 compounds, 0.85% hits;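 active = fluorescence ratio B-score at or below minus 3 SD of library scores, with starting-brightness B-score within 2 SD, cut at about -4.2 in these data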;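 also: channel flux triggered by added potassium and thallium sulfate stimulus; B-score of peak minus minimum fluorescence over baseline after thallium stimulus; more negative B-score means stronger Kir2.1 block with less thallium influx; some compounds called inactive have numbers as strong as hits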
Target sequence (P35561 whole entry, looked up): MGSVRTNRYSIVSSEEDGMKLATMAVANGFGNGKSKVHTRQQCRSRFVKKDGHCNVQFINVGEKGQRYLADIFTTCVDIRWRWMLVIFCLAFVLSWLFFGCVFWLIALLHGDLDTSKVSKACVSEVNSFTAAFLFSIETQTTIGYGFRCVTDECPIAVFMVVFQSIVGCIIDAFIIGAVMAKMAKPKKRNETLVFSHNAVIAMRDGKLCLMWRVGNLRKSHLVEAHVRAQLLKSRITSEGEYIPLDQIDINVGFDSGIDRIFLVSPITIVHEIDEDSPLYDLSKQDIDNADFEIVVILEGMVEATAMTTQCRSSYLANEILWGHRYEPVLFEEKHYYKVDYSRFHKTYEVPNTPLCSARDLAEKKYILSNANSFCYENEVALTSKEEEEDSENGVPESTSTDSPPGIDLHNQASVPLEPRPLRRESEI
CHT block – inhibitors of human choline transporter CHT; AID 488975; Q9GZV3; CHT-expressing cells, membrane potential dye, choline response; stronger effect = lower value; 310,000 compounds, 0.86% hits; B-score at 10 µM;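 active = B-score over 3 SD under the library average, and starting fluorescence ratio not unusually high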;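 also: choline stimulus applied at its EC90 after an EC20 pre-addition; B-score computed on integrated fluorescence ratio after choline addition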
Target sequence (Q9GZV3 whole entry, looked up): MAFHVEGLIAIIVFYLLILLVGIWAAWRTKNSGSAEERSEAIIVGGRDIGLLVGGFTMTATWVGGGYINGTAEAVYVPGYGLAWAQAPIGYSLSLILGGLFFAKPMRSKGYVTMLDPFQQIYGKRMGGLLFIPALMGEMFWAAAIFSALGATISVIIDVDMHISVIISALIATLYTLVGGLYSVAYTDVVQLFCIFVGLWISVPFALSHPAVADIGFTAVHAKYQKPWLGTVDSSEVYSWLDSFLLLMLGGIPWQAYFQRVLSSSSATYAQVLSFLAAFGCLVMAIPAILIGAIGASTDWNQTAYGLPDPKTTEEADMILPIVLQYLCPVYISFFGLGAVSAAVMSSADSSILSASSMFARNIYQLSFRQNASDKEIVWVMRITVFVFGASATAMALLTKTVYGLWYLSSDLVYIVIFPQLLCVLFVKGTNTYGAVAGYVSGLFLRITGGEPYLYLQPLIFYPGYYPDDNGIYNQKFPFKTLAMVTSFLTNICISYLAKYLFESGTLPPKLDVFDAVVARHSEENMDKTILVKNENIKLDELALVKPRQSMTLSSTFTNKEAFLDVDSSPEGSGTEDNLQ
Active calls of the source: *.

How did O=C(C1COc2ccccc2O1)N1CCN(c2nc3c(F)cc(F)cc3s2)CC1 (stereo unspecified) do in these assays?
Kir21 inh: 0.19; CHT block: inactive

How did COc1ccc(N2CCN(S(=O)(=O)/C=C/c3ccccc3)CC2)cc1 do in these assays?
Kir21 inh: -0.89; CHT block: inactive

How did O=C1Nc2ccccc2SC1c1ccccc1 (stereo unspecified) do in these assays?
Kir21 inh: 0.22; CHT block: inactive

Results for O=C(c1c(F)cccc1F)N1CCN(CCOc2ccccc2)CC1 ?
Kir21 inh: 0.57; CHT block: inactive

How did O=C(Cn1cnc2c(nnn2Cc2ccc(F)cc2)c1=O)N1CCCc2ccccc21 do in these assays?
Kir21 inh: -0.2; CHT block: inactive

Results for Cc1ccccc1-c1nc2ccccc2o1 ?
Kir21 inh: -0.1; CHT block: inactive

What do the screens show for `Cc1onc(-c2c(F)cccc2Cl)c1C(=O)N1CCCc2ccccc21`?
Kir21 inh: -1.69; CHT block: inactive

What do the screens show for `COC(=O)CCN(C(=O)c1cccc([N+](=O)[O-])c1)c1ccccn1`?
Kir21 inh: 1.37; CHT block: inactive

Results for CCN1C(=O)C(CC(=O)NC)N(NC(=O)c2ccccc2)C1=S (stereo unspecified) ?
Kir21 inh: 0.17; CHT block: inactive

How did CCOC(=O)COc1ccc(N)cc1CC(NC(C)=O)(C(=O)OCC)C(=O)OCC do in these assays?
Kir21 inh: 0.67; CHT block: inactive

How did CCCC(=O)N1CCN(c2ccc(NC(=O)c3ccc(Br)o3)cc2)CC1 do in these assays?
Kir21 inh: 0.02; CHT block: inactive

What do the screens show for `O=C(/C=C/c1ccccc1)NCc1ccc2c(c1)OCO2`?
Kir21 inh: -0.36; CHT block: inactive

Results for CN(C(=O)c1ccc(COc2ccccc2Cl)o1)c1ccccc1 ?
Kir21 inh: -3.16; CHT block: inactive

How did Cn1c(=O)c2c(nc(Sc3ncnn3CC(=O)NC3CCCCC3)n2C)n(C)c1=O do in these assays?
Kir21 inh: 0.62; CHT block: inactive

How did Cc1ccccc1NC(=O)NCCc1c[nH]c2ccccc12 do in these assays?
Kir21 inh: -1.01; CHT block: inactive

How did COC(=O)c1cc(Sc2cccc(Cl)c2Cl)ccn1 do in these assays?
Kir21 inh: -0.74; CHT block: inactive

What do the screens show for `CCOC(=O)C1CCCN(C(=O)c2cnn3c(C(F)F)cc(-c4ccc(C)cc4)nc23)C1` (stereo unspecified)?
Kir21 inh: -0.23; CHT block: inactive

How did Cc1nc2c(C)cccc2cc1C(=O)N/N=C/c1cccc([N+](=O)[O-])c1 do in these assays?
Kir21 inh: 0.54; CHT block: inactive

How did COc1ccc(/C=C2\N=C3CCCN3C2=O)cc1 do in these assays?
Kir21 inh: -0.02; CHT block: inactive

How did O=C(/C=C/c1ccccc1)N1c2ccccc2Sc2ccc(C(F)(F)F)cc21 do in these assays?
Kir21 inh: 0.11; CHT block: inactive

What do the screens show for `Cc1cc(Nc2ccc(F)c(F)c2)nc(-c2ccccc2O)n1`?
Kir21 inh: -0.04; CHT block: inactive

How did C/C=C(\C)CN1CCN(c2ccccc2)CC1 do in these assays?
Kir21 inh: 0.39; CHT block: inactive

What do the screens show for `COc1ccccc1CNS(=O)(=O)c1csc(C(N)=O)c1`?
Kir21 inh: 2.04; CHT block: inactive

Results for CCOc1ccc(/C=N/Nc2ccc(C(F)(F)F)cc2[N+](=O)[O-])cc1O ?
Kir21 inh: -0.46; CHT block: inactive

What do the screens show for `FC(F)(F)c1cccc(-c2nc(-c3ccncc3)no2)c1`?
Kir21 inh: 0.78; CHT block: inactive

Results for O=C(/C=C/c1ccc(Br)cc1)NCc1cccs1 ?
Kir21 inh: -3.17; CHT block: inactive

How did CCOc1ccc(CCNC(=O)c2cccc(S(=O)(=O)N3CC(C)OC(C)C3)c2)cc1OCC (stereo unspecified) do in these assays?
Kir21 inh: -0.72; CHT block: inactive

Results for Cc1nnc(SCC(=O)NCC(=O)Nc2ccc(F)c(F)c2F)n1Cc1ccccc1 ?
Kir21 inh: -1.95; CHT block: inactive

Results for Cc1ccc(-c2cn3c(n2)SCC3)cc1 ?
Kir21 inh: -0.39; CHT block: inactive

How did Cc1ccc(NC(=O)COC(=O)Cn2c(C)csc2=O)c([N+](=O)[O-])c1 do in these assays?
Kir21 inh: 0.12; CHT block: inactive

Reprinted from the part before: six entries, followed by the next part.
What do the screens show for `FC(F)(F)c1cccc(-c2nc(-c3ccncc3)no2)c1`?
Kir21 inh: 0.78; CHT block: inactive

Results for O=C(/C=C/c1ccc(Br)cc1)NCc1cccs1 ?
Kir21 inh: -3.17; CHT block: inactive

How did CCOc1ccc(CCNC(=O)c2cccc(S(=O)(=O)N3CC(C)OC(C)C3)c2)cc1OCC (stereo unspecified) do in these assays?
Kir21 inh: -0.72; CHT block: inactive

Results for Cc1nnc(SCC(=O)NCC(=O)Nc2ccc(F)c(F)c2F)n1Cc1ccccc1 ?
Kir21 inh: -1.95; CHT block: inactive

Results for Cc1ccc(-c2cn3c(n2)SCC3)cc1 ?
Kir21 inh: -0.39; CHT block: inactive

How did Cc1ccc(NC(=O)COC(=O)Cn2c(C)csc2=O)c([N+](=O)[O-])c1 do in these assays?
Kir21 inh: 0.12; CHT block: inactive

Results for Cc1ccc2nc(NC(=O)Cn3cc4c(n3)CCCCC4)sc2c1 ?
Kir21 inh: -1.42; CHT block: inactive

Results for CC(C)c1ccc(N=c2c([N+](=O)[O-])nn(-c3ccc4c(c3)OCCO4)n2O)cc1 ?
Kir21 inh: 0.83; CHT block: inactive

What do the screens show for `Clc1ccc(C2=NNC(=NCC3CCCO3)SC2)cc1` (stereo unspecified)?
Kir21 inh: 0.8; CHT block: inactive

Results for CCN(Cc1cnn(C)c1)C(=O)c1ccc2nc(Cc3cccc(Cl)c3)oc2c1 ?
Kir21 inh: 0.62; CHT block: inactive

What do the screens show for `CSCCC(=O)N1CCC(CCC(=O)NC2CC2)CC1`?
Kir21 inh: 1.76; CHT block: inactive

How did Nc1ccc(-c2cnc[nH]2)cc1[N+](=O)[O-] do in these assays?
Kir21 inh: 1.45; CHT block: inactive

What do the screens show for `N#Cc1cccc(C#N)c1N1CCC(C#N)CC1`?
Kir21 inh: 0.64; CHT block: inactive

How did CNc1ncnc(Sc2ccc(Cl)cc2)c1[N+](=O)[O-] do in these assays?
Kir21 inh: 1.67; CHT block: inactive

Results for CCCC(c1nnnn1C(C)(C)CC)N1CCN(C2CCCC2)CC1 (stereo unspecified) ?
CHT block: inactive

Results for Cc1cccc(C(=O)Nc2ccc(CC(=O)O)cc2)c1 ?
Kir21 inh: -0.23; CHT block: inactive

What do the screens show for `Cn1c(N)c(C(=O)COC(=O)CCC2CCCC2)c(=O)n(C)c1=O`?
Kir21 inh: 0.23; CHT block: inactive

How did C=CCn1c(SCC(=O)O)nnc1-c1cccc(Cl)c1 do in these assays?
Kir21 inh: 0.75; CHT block: inactive

What do the screens show for `CN1CCN(C(=O)c2cc3c(n(-c4ccccc4)c2=O)CC(C)(C)CC3=O)CC1`?
Kir21 inh: 1.52; CHT block: inactive

What do the screens show for `COc1ccc(CN2CCCCC2C)c(C)c1C` (stereo unspecified)?
Kir21 inh: -0.44; CHT block: inactive

Results for COCCNC(=O)Cn1nc(C)c([N+](=O)[O-])c1C ?
Kir21 inh: -0.61; CHT block: inactive

Results for O=C(CSc1nc2ccccc2c(=O)n1-c1ccccc1)NCc1ccc2c(c1)OCO2 ?
Kir21 inh: 1.63; CHT block: inactive

Results for O=C(NC1CC1)c1ccc(S(=O)(=O)NCC2CCCCC2)cc1 ?
Kir21 inh: 1.42; CHT block: inactive

How did N=C(N)SCc1ccccc1Cl do in these assays?
Kir21 inh: -1.9; CHT block: inactive

Results for COc1ccc(NC(=O)CCCCCn2nnc3ccccc3c2=O)cc1 ?
Kir21 inh: 0.44; CHT block: inactive

What do the screens show for `CCCCOC(=O)Nc1ccc(S(=O)(=O)Nc2nc(C)cc(C)n2)cc1`?
Kir21 inh: 0.67; CHT block: inactive

What do the screens show for `Cc1nnc(SCc2ccc([N+](=O)[O-])cc2)[nH]c1=O`?
Kir21 inh: 2.26; CHT block: inactive

What do the screens show for `O=C(NC(Cc1ccccc1)C(=O)NCCc1ccccn1)c1ccccc1` (stereo unspecified)?
Kir21 inh: 2.3; CHT block: inactive

Results for COc1ccc(Nc2nc(C)cc(C)c2C#N)cc1 ?
Kir21 inh: 0.31; CHT block: inactive

What do the screens show for `COc1ccccc1OCC(=O)Nc1ccc(CSc2ccccc2)cc1C`?
Kir21 inh: 0.59; CHT block: inactive

Results for CC1=CC2=NC(=O)CC(C)(C(=O)N(CC(=O)NC(C)(C)C)Cc3ccccc3)N2C=C1 (stereo unspecified) ?
Kir21 inh: -1.48; CHT block: inactive

Results for CC1(C)CC(=O)c2cc(C(=O)N3CCN(CCO)CC3)c(=O)n(-c3ccc(Cl)cc3)c2C1 ?
Kir21 inh: -0.23; CHT block: inactive

How did Cc1ccccc1C(=O)NCC(=O)Nc1ccccc1C(F)(F)F do in these assays?
Kir21 inh: -0.11; CHT block: inactive

How did O=C(NCc1ccco1)c1cc(-c2ccccc2)nn1CC1CC(c2cccnc2)=NO1 (stereo unspecified) do in these assays?
Kir21 inh: 0.83; CHT block: inactive

Results for CCN(CCNS(=O)(=O)c1ccc2[nH]c(=O)sc2c1)c1ccccc1 ?
Kir21 inh: -0.4; CHT block: inactive

How did CCCCOc1ccc(NC(=O)c2cnc(C)cn2)cc1 do in these assays?
Kir21 inh: -0.04; CHT block: inactive

How did Cc1cc(/C=C(\C#N)C(=O)N2CCCCC2)cc(C)c1O do in these assays?
Kir21 inh: 0.48; CHT block: inactive

How did O=C(Nc1nc(-c2cccs2)cs1)C1=COCCO1 do in these assays?
Kir21 inh: 0.09; CHT block: inactive

What do the screens show for `COCCNC(=O)Cn1c(=O)n(CCCCCC(=O)NCc2ccc3c(c2)OCO3)c(=O)c2sccc21`?
Kir21 inh: -0.64; CHT block: inactive

Results for CS(=O)(=O)Nc1ccc(C(=O)CC(=O)Nc2ccc([N+](=O)[O-])cc2)cc1 ?
Kir21 inh: -1.19; CHT block: inactive

How did O=S1(=O)OCCC(c2ccccc2)N1Cc1ccccc1 (stereo unspecified) do in these assays?
Kir21 inh: 1.26; CHT block: inactive

What do the screens show for `COc1ccc(CNc2nc(C)c([N+](=O)[O-])c(C)c2C#N)cc1`?
Kir21 inh: 0; CHT block: inactive

How did CCOc1ccc(CCNC(=O)COC(=O)c2ccco2)cc1OCC do in these assays?
Kir21 inh: -1; CHT block: inactive

Results for CCOC(=O)N1CCN(CCC(=O)Nc2cccc(C)c2)CC1 ?
Kir21 inh: -1.14; CHT block: inactive

What do the screens show for `C=CCc1cc(C)ccc1OCCn1ccnc1`?
Kir21 inh: -1.29; CHT block: inactive

How did Cc1ccc(S(=O)(=O)N(C)C)cc1[N+](=O)[O-] do in these assays?
Kir21 inh: 0.84; CHT block: inactive

What do the screens show for `Cc1ccc(NS(=O)(=O)c2c(C)[nH]c(=O)[nH]c2=O)c(Br)c1`?
Kir21 inh: -0.08; CHT block: inactive

What do the screens show for `COCC(C)NC(=O)c1ccccc1OC(C)=O` (stereo unspecified)?
Kir21 inh: 1.49; CHT block: inactive

Results for COc1ccc(CCC(=O)Nc2cc(Cl)ccc2OC)cc1 ?
Kir21 inh: 0.25; CHT block: inactive

Results for COc1ccc(-c2csc(NC(=S)NC(=O)/C=C/c3ccccc3)n2)cc1Br ?
Kir21 inh: 0.33; CHT block: inactive

How did Cc1ccc(CNC(=O)CN(CCc2ccccc2)S(C)(=O)=O)cc1 do in these assays?
Kir21 inh: 1.07; CHT block: inactive

Quoted at random: 3 entries already listed, in no set order.
Results for COc1ccc(-c2csc(NC(=S)NC(=O)/C=C/c3ccccc3)n2)cc1Br ?
Kir21 inh: 0.33; CHT block: inactive

What do the screens show for `COc1ccc(CNc2nc(C)c([N+](=O)[O-])c(C)c2C#N)cc1`?
Kir21 inh: 0; CHT block: inactive

How did O=S1(=O)OCCC(c2ccccc2)N1Cc1ccccc1 (stereo unspecified) do in these assays?
Kir21 inh: 1.26; CHT block: inactive

Continuation.
Results for C[C@@H]([C@H](O)c1ccccc1)N(C)C(=S)Nc1ccccc1 ?
Kir21 inh: 0.65; CHT block: inactive

Results for CCOc1ccsc1C(=O)NNC(=O)c1ccco1 ?
Kir21 inh: 1.73; CHT block: inactive

How did Cc1ccc(OCc2ccc(C(=O)NNC(=S)NCC3CCCO3)o2)c([N+](=O)[O-])c1 (stereo unspecified) do in these assays?
Kir21 inh: -0.08; CHT block: inactive

Results for COc1ccccc1CNC(=O)N1CCN(c2ccccc2C)CC1 ?
Kir21 inh: -1.41; CHT block: inactive

How did CCn1c(SCC(=O)Nc2cccc(NC(=O)c3ccco3)c2)nnc1-c1cccs1 do in these assays?
Kir21 inh: -0.22; CHT block: inactive

Results for CC(C)C(OC(=O)c1ccco1)C(=O)NCc1ccccc1 (stereo unspecified) ?
Kir21 inh: 0.45; CHT block: inactive

Results for O=C(NNC(=O)c1csc(-c2cccnc2)n1)c1ccccc1 ?
Kir21 inh: -0.69; CHT block: inactive

Results for CC1CCC2(CC1)NC(=O)N(CC(=O)NC(=O)Nc1ccc3c(c1)OCCO3)C2=O (stereo unspecified) ?
Kir21 inh: -1.66; CHT block: inactive

How did O=C(CSCC(=O)N1CCN(c2ccccc2)CC1)Nc1nc(-c2ccc(Cl)s2)cs1 do in these assays?
Kir21 inh: 0.64; CHT block: inactive

What do the screens show for `CCC(C)[C@H](NS(=O)(=O)c1ccc(C)cc1)C(=O)N1CCC(C(=O)N[C@@H](Cc2ccccc2)C(=O)O)CC1` (stereo partly specified)?
Kir21 inh: 0.73; CHT block: inactive

How did Cc1ccc(S(=O)(=O)NCCN2CCOCC2)c(C)c1C do in these assays?
Kir21 inh: 0.1; CHT block: inactive

Results for COc1ccc(N=C2SC(C(=O)Nc3ccc4c(c3)OCO4)CC(=O)N2C)cc1 (stereo unspecified) ?
Kir21 inh: -0.69; CHT block: inactive
